# Screens deposited in PubChem by National Center for Advancing Translational Sciences (NCATS).
# JMJD2E inh – inhibitors of human JMJD2E histone demethylase | 230,000 compounds, 1.6% hits | JMJD2E catalytic domain, FDH-coupled NADH fluorescence (FDH is formaldehyde dehydrogenase) | Potency, µM (doses to about 57.1 µM), for the others: at the highest dose activity change, negative = inhibition, hits mostly inhibitors; active = well fitted inhibition curve with a large enough effect, not every such curve was filed as active; inconclusive = small, poorly fitted or top-dose-only effect, or another doubt; inactive = no such curve, though single readings can be large or run the other way;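 note: 0% = wells with enzyme and -100% = buffer wells without enzyme; nearly all actives have a fitted effect of over 50% in size; many of its hits are not listed in these tables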
# Target sequence (B2RXH2 1-337 limits assumed): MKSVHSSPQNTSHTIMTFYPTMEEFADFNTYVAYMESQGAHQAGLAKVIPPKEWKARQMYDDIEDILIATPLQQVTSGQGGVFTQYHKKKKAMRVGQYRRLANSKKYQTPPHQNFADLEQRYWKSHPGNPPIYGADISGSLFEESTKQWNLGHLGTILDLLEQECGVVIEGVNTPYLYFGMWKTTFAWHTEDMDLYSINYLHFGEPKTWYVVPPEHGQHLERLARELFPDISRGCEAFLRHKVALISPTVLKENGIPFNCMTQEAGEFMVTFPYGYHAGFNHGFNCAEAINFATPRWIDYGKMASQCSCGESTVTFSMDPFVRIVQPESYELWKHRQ
# HttQ103 aggreg – inhibitors of mutant huntingtin aggregate formation in PC12 cells; PC12 HttQ103-GFP aggregates, Acumen cytometry, 40 h; Potency, µM (top dose mostly 46.1 µM), without a hit: at the highest dose activity change, negative = inhibition, hits mostly inhibitors; 220,000 compounds, 1.1% hits; AID 1688; note: % is set by controls: 0 for no effect and ±100 for the full control effect; nearly all actives have a fitted effect of over 60% in size
#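 Steps: seed 1500 PC12 HTTQ103-GFP cells/well; add tebufenozide, 100 nM final; add compound titration; add ATPLite reagent; quantify GFP aggregates by laser scanning cytometry.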
# ALDH1A1 inh – inhibitors of human aldehyde dehydrogenase 1A1; 220,000 compounds, 7.3% hits; P00352; Potency, µM (titrated, usually from 75.3 µM), for the others: top-dose activity, negative = inhibition, actives largely listed as inhibitors; Purified ALDH1A1, NADH fluorescence, propionaldehyde substrate; active = well fitted inhibition curve with a large enough effect, not every such curve was filed as active; inconclusive = small, poorly fitted or top-dose-only effect, or another doubt; inactive = no such curve, though single readings can be large or run the other way;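 note: plate controls were no enzyme wells and a reference inhibitor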
# Target sequence (P00352 whole entry, looked up): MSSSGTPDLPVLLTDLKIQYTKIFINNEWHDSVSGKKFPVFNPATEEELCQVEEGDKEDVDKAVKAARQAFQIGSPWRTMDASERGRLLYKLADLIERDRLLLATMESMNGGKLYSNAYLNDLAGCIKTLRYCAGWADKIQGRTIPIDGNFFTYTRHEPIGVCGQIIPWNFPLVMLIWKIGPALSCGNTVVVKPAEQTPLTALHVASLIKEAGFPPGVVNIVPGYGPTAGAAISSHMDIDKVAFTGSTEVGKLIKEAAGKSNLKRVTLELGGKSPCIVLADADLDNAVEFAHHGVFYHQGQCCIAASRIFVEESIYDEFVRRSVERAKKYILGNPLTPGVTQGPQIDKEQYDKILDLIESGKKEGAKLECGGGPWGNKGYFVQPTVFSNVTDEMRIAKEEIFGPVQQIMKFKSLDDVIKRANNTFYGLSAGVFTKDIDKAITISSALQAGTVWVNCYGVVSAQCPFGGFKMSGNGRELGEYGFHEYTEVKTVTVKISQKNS
# Tau ThT inhib – inhibitors of human tau fibril formation, thioflavin T binding; P10636; recombinant tau K18 P301L, heparin-induced fibrillization, ThT fluorescence; Potency, µM (titrated, usually from 57.4 µM), for the others: at the top dose activity, negative = inhibition, most hits filed as inhibitors; 270,000 compounds, 2.1% hits; note: % is set by controls: 0 for no effect and ±100 for the full control effect; nearly all actives have a fitted effect of over 55% in size
# Target sequence (P10636 561-689 P618L limits assumed): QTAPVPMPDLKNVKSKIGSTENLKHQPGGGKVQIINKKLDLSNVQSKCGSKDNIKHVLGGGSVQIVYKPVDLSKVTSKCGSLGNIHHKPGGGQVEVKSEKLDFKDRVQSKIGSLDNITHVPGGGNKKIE
#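 Aggregation was driven by heparin (20 uM final) acting on recombinant tau […] bearing P301L in 100 mM sodium acetate pH 7; fibrils were detected with Thioflavin T.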
# HTT cytoprotect – cytoprotection in Huntington HTT-Q103 PC12 cell model | AID 1471 | Potency, µM (titrated, usually from 56.4 µM), for inactives: cytoprotection (ATP increase), most hits filed as activators | 230,000 compounds, 0.14% hits | PC12 HTT-Q103 induced, cytoprotection, ATP luminescence, 40 h;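 note: % of control where 0% means no effect; nearly all actives have a fitted effect of over 45% in size; toxic huntingtin expression switched on by the ecdysone agonist tebufenozide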
#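 Cells were plated at 1500 per well in phenol red-free DMEM with 5% equine and 5% calf serum. Tebufenozide (100 nM final) and compounds were added, then ATPlite reagent, and luminescence was read.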
# Tau fluor counter – counter-screen for tau fibril formation inhibitors; tau K18 P301L Alexa594 fluorescence, heparin fibrillization; Potency, µM (highest dose often 57.7 µM), for inactives: at the highest dose activity change, negative = decrease; 280,000 compounds, 0.93% hits; AID 1463; note: % is set by controls: 0 for no effect and ±100 for the full control effect; nearly all actives have a fitted effect of over 55% in size
#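 Human tau K18 P301L (15 uM unlabeled, 0.24 uM Alexa 594-labeled) in 100 mM sodium acetate pH 7 with 20 uM heparin, 6 hr at 37 C. ThT 30 uM added, 1 hr ambient; Alexa 594 FP and total fluorescence read at 555/632 nm.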
# Tau FP inhib – blocks human tau fibril formation measured by polarization; K18 P301L tau heparin fibrillization, Alexa594 FP, 6 h; Potency, µM (top dose mostly 57.7 µM), for inactives: top-dose activity, negative = inhibition, usual class: inhibitors; 280,000 compounds, 0.39% hits; AID 1468; note: % is set by controls: 0 for no effect and ±100 for the full control effect; nearly all actives have a fitted effect of over 55% in size
#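 Heparin (20 uM) drove fibril formation of recombinant tau K18 P301L, 15 uM unlabeled with 0.24 uM Alexa 594 label, for 6 hr at 37 C in 100 mM sodium acetate pH 7. Fluorescence polarization (555/632 nm) read 1 hr after 30 uM ThT.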
# SMN2 splice enh – increases expression of the SMN2 splice variant; HEK293 SMN2-luciferase splicing reporter, luminescence, 30-36 h; Potency, µM (doses to about 46.1 µM), for the others: at the highest dose activity change, positive = activation, usual class: activators; 210,000 compounds, 2.8% hits; note: % of control where 0% means no effect; nearly all actives have a fitted effect of over 55% in size
#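 qHTS luciferase splicing reporter: luminescence rises when SMN2 exon 7 is included in transfected HEK293 cells. Compound exposure lasted 30-36 h at 37C, with 4.5 mM final sodium butyrate as control, followed by a ONE-Glo read.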
# An asterisk follows results filed as active; ? = inconclusive; . = no result given; & = joins results of further samples; [ ] = remark or other dose. Unless noted, calls come from the whole dose curve; as a rule, active = well fitted curve in the direction sought with a large enough effect; inconclusive = small, poorly fitted or top-dose-only effect, or another doubt; inactive = no such curve, though single readings can be large; an effect the other way counts as inactive or inconclusive. Potency is the fitted concentration of half-maximal effect.
No.	smiles	HttQ103 aggreg	Tau fluor counter	SMN2 splice enh	Tau FP inhib	HTT cytoprotect	JMJD2E inh	ALDH1A1 inh	Tau ThT inhib
1	O=C(NN1C(=O)c2ccccc2NC1c1ccco1)c1ccc([N+](=O)[O-])cc1 (stereo unspecified)	16.8%	-2.3%	19.2%	6.3%	-8.4%	3.8%	15.8%	-1.6%
2	Cc1ccc(C(=O)NC(=S)Nc2ccc(N3CCOCC3)cc2)cc1C	10.6%	?	-8.5%	10.1%	-7.1%	-13.8%	?	?
3	COc1ccc(/C=C(\NC(=O)c2cccs2)C(=O)Nc2ccccc2C)cc1OC	3.5%	4.5%	?	1.5%	-11.8%[10 µM]	4.0%	2.1%	1.8%
4	CC(C)Cn1c(SCC(=O)NCc2ccco2)nnc1-c1ccncc1	0.3%[9.22 µM]	4.4%	-4.0%	-7.5%	-30.1%[inhibitor][1.9 µM]	-8.8%	?	-6.9%
5	CC(C)n1nnnc1SCC(=O)c1ccc2c(c1)OCCO2	-3.1%	-3.0%	-9.0%	-5.0%	14.6%	1.5%	?	-4.9%
6	O=C(c1ccc(S(=O)(=O)N2CCOCC2)cc1)N1CCOCC1	-13.0%[9.22 µM]	-1.7%	.	-3.6%	-8.5%[10 µM]	11.7%	-8.2%	3.7%
7	O=C(c1cc([N+](=O)[O-])cc([N+](=O)[O-])c1)N1CCN(Cc2ccc3c(c2)OCO3)CC1	-12.3%	-4.7%	-36.1%[inhibitor]	-1.6%	-25.1%	-3.5%	?	-2.4%
8	Cc1cccc(C)c1NC(=O)C(NC=O)c1ccc(N(C)C)cc1 (stereo unspecified)	-9.2%	0.1%	-13.9%	-2.5%	7.6%	-6.9%	2.2%	2.3%
9	CCCCCOc1ccc(NC(=O)c2cc(SC)ccc2Cl)cc1	5.2%	-18.1%	-14.3%	-3.4%	-4.4%[10 µM]	8.7%	12.8%	-11.4%
10	O=C(Nc1ccc(S(=O)(=O)N2CCCC2)cc1)c1ccc(CN2CCc3ccccc3C2)cc1	2.1%	4.4%	-90.7%[inhibitor]	11.7%	-9.2%[10 µM]	5.8%	38.0%[activator]	10.4%
11	OCCN(CC(O)COc1ccccc1)CC(O)Cn1ccc2ccccc21 (stereo unspecified)	12.2%	-6.9%	-1.7%	2.7%	14.1%[10 µM]	-0.6%	3.0%	0.8%
12	O=C(Nc1ccccc1)N1CCC(C(=O)N2CCN(S(=O)(=O)c3cccc(F)c3)CC2)CC1	0.8%	-1.7%	0.1%	3.2%	-4.8%	3.9%	-17.7%	-4.1%
13	O=C(COc1ccccc1F)N1c2ccccc2CCc2ccccc21	7.5%	-7.2%	-8.6%	-1.3%	1.0%[10 µM]	-0.1%	7.0%	-6.8%
14	CC(C)=NOCc1ccc(-c2cc(-c3ccccc3)no2)cc1	.	-3.4%[11.6 µM]	.	-3.9%[11.6 µM]	-12.6%[10 µM]	.	1.4%[13.5 µM]	-5.4%[11.5 µM]
15	O=S1(=O)NC(=NCCc2ccccn2)c2ccccc21	1.9%	-0.2%	7.7%	1.0%	-16.7%	4.5%	23.1%	3.1%
16	CCOC(=O)CSc1nc2ccccc2n1CC(=O)N1CCN(c2ccccc2)CC1	3.5%	-16.9%	-5.3%	-5.2%	9.0%[10 µM]	1.0%	?	-9.0%
17	Cc1ccc(NC(=S)N2CCCCC2)cc1C	-5.3%[9.22 µM]	-2.7%	.	-7.7%	20.8%[10 µM]	-0.5%	.	-0.6%
18	NS(=O)(=O)c1ccc(CNC(=O)/C=C/c2ccco2)cc1	4.9%[9.22 µM]	-11.5%	.	?	17.5%[10 µM]	-21.1%	.	?
19	CCOC(=O)C1(CCOc2ccccc2)CCN(Cc2ccc3c(c2)OCCO3)CC1	-25.1%[9.22 µM]	-4.7%	.	-3.3%	-3.2%[10 µM]	2.6%	?	1.7%
20	Cc1ccc(C(=O)COC(=O)c2cnccn2)cc1	1.8%	10.0%	4.4%	7.0%	-8.0%	3.3%	2.6%	8.4%
21	NC(=O)c1ccccc1OCC(=O)c1ccc(Cl)cc1	-9.8%	-14.6%	-11.7%	-4.6%	-6.0%	8.0%	-6.1%	?
22	O=C1Nc2ccccc2C1(O)c1ccccc1 (stereo unspecified)	18.4%	-5.6%	8.0%	-3.4%	-4.3%	14.5%	10.8%	-8.3%
23	Cc1ccc(N(Cc2ccccc2F)S(C)(=O)=O)cc1C	8.3%[9.22 µM]	-17.6%	-0.9%	-8.2%	23.1%	7.8%	3.2%	-15.3%
24	CCOC(=O)N1CC=C2C(C#N)=C(N)C(C#N)(C#N)[C@H](c3ccsc3)[C@H]2C1	0.562µM*	-11.7%	-11.8%	?	-25.2%	60.6%	?	?
25	CC(C)CNC(=O)C1CCCN(S(=O)(=O)c2ccc(-n3cnnn3)cc2)C1 (stereo unspecified)	-2.9%	8.3%	-9.7%	-3.7%	-10.7%	-0.1%	9.7%	5.9%
26	N#Cc1c(-c2ccccc2Cl)noc1/C=C/Nc1ccc(C(=O)O)cc1	?	-27.6%	.	12.6%	-10.9%	?	?	?
27	CC1NC2(C(=O)N(Cc3ccccc3)c3ccccc32)C2C(=O)N(c3ccccc3)C(=O)C12 (stereo unspecified)	?	-6.4%	1.0%	3.9%	9.0%	3.3%	14.1µM*	-12.5%
28	CCOC(=O)CC(NC(=O)c1cc2cc(Cl)cc(Cl)c2oc1=O)c1cccc([N+](=O)[O-])c1 (stereo unspecified)	19.7%	-25.1%	13.6%	10.1%	27.3%[10 µM]	-19.6%	-2.8%	-16.7%
29	COc1ccc(-c2nc3ccncc3[nH]2)cc1OC	0.7%	2.7%	11.4%	-1.7%	-59.3%[inhibitor]	?	?	1.0%
30	Cc1ccc(NC(=O)CN(C)C(=O)Cn2cc(C(F)(F)F)cc(Cl)c2=O)cc1	2.5%	-1.4%	-10.9%	2.2%	5.1%[10 µM]	-14.0%	-7.1%	6.3%
31	COc1ccccc1N1CCN(C2CCN(C(=O)COc3ccccc3)CC2)CC1	18.2%[9.22 µM]	3.3%	10.0%	-3.5%	6.7%	?	-8.2%	-4.5%
32	COc1cccc(C(=O)Cn2c(NCCO)nc3ccccc32)c1	-1.8%	-12.1%	3.8%	-8.2%	-20.2%[1.9 µM]	3.4%	-11.4%	-6.6%
33	O=C(c1cccnc1)N1CCN(C/C=C/c2ccccc2)CC1	16.5%	2.1%	-20.0%	5.2%	-30.2%[inhibitor]	1.0%	11.3%	-2.5%
34	CCn1c(C(=O)NCc2cc(Br)ccc2OC)cc2oc3ccccc3c21	.	-23.1%	-13.5%	-9.5%	.	.	.	-16.0%
35	O=S(=O)(O)c1nc2ccccc2n1Cc1cccc2ccccc12	-9.1%[9.22 µM]	-0.4%	.	2.4%	1.2%[10 µM]	?	.	-14.4%
36	CCC(C)SCC(=O)Nc1ccc(S(=O)(=O)N2CCOCC2)cc1OC (stereo unspecified)	17.7%[9.22 µM]	0.1%	.	-3.3%	21.7%[10 µM]	7.4%	.	4.1%
37	Cc1n[nH]c(C)c1S(=O)(=O)N(CC(=O)NCc1ccccc1Cl)c1ccc(C(C)C)cc1	.	?	-5.4%	-6.3%	.	.	.	-14.9%
38	CC1=CC(c2ccc(Cl)cc2)n2nc(NC(=O)c3ccccc3)nc2N1 (stereo unspecified)	31.5%	-6.0%	-12.5%	-2.9%	8.1%	?	?	-9.7%
39	CN(C)c1ccc(C=C2C(=O)OC3(CCCC3)OC2=O)cc1	-6.6%[9.22 µM]	-1.5%	.	1.2%	7.0%[10 µM]	?	0.251µM*	-13.7%
40	O=c1ccc2cc3c([nH]c4ccc(Br)cc43)oc-2c1O	-0.5%	?	24.5%	?	-0.2%[10 µM]	?	7.94µM*	14.1µM*
41	CCOC(=O)C1CCN(C(=O)CN(c2cc(OC)ccc2OC)S(=O)(=O)c2ccccc2)CC1	13.2%	-6.3%	3.6%	-3.6%	4.1%	-6.3%	5.6%	-4.1%
42	Cc1ccc(-c2[nH]nc(N)c2N=Nc2cccc(Cl)c2C)cc1	0.3%	6.31µM*[quencher]	-1.3%	?	-88.7%[inhibitor]	-0.3%	3.5%	12.6µM*
43	CCC(=O)N1CCc2cc(S(=O)(=O)NCCC(=O)Nc3ccc(C)cc3)ccc21	.	-14.6%	10.5%	-3.6%	.	.	.	-9.3%
44	O=C(NCc1ccco1)C(=O)NCC1OCCN1S(=O)(=O)c1ccc(Cl)cc1 (stereo unspecified)	-9.5%	-7.9%	-11.2%	-4.0%	.	-12.8%	?	1.3%
45	CCCCCOC(=O)CSc1nnc(-c2cc(OC)c(OC)c(OC)c2)o1	-13.1%	-4.0%	-25.4%	8.7%	3.0%[0.074 µM]	-1.3%	-4.9%	-18.3%
46	CCN1CCCC1CNC(=O)C(=O)Nc1ccccc1 (stereo unspecified)	-5.5%	-4.6%	?	-0.2%	9.8%	-0.5%	6.5%	-3.5%
47	C#CCN(C)CCCOc1ccc(Cl)cc1Cl	-0.7%&9.1%	-19.9%&-24.0%	14.7%	1.9%&4.7%	?	?	5.1%&-2.2%	?
48	CCN1C(=O)c2ccccc2S(=O)c2ccc(C(=O)NC3CC3)cc21 (stereo unspecified)	-8.8%	-5.2%	-5.1%	2.2%	-18.4%[10 µM]	-8.8%	-1.8%	-1.4%
49	CC(=O)Oc1ccccc1N(C(C)=O)S(=O)(=O)c1ccc(C)cc1	-9.9%	-10.2%	-36.3%	-10.5%	-1.2%	-13.3%	-3.6%	-7.8%
50	Cc1ccccc1Nc1c([N+](=O)[O-])ccc2c1=NC1(CCCCC1)N=2	1.6%	-22.5%	-10.1%	?	3.8%	2.3%	-9.3%	?
51	O=P(O)(O)C(O)(Cn1ccnc1)P(=O)(O)O	12.3%	1.1%	.	-3.2%	-36.6%[inhibitor]	.	-1.2%	0.2%
52	C=CC[N+](C)(C)C/C(Cl)=C(\Cl)c1ccccc1	1.6%	-10.5%	-17.3%	-1.2%	5.0%	-3.6%	18.7%	-10.7%
53	c1ccc2c(Nc3ccncc3)nc(-c3ccoc3)nc2c1	.	?	-5.4%	2.7%	-2.6%	2.6%	5.9%	?
54	Cc1ccc(C(=O)O/N=C2\CCS(=O)(=O)c3sccc32)cc1	3.1%	0.2%	6.6%	-8.4%	-4.2%	5.6%	?	-3.3%

# These rows are one share of the data. The share of hits here may be higher or lower than overall.
